EPAC2 agonist – EPAC2 (human) agonism; EPAC2 activation, biochemical qHTS; response scale: 100% = 6.5 mM cAMP response; Potency, µM (doses to about 154 µM), inactives show at the highest dose activation, most hits filed as activators; 0.079% of 360,000 active; further: potency means the concentration at half of the fitted maximal effect; nearly all actives have a fitted effect of over 50% in size
Target sequence (Q8WZA2 whole entry, looked up): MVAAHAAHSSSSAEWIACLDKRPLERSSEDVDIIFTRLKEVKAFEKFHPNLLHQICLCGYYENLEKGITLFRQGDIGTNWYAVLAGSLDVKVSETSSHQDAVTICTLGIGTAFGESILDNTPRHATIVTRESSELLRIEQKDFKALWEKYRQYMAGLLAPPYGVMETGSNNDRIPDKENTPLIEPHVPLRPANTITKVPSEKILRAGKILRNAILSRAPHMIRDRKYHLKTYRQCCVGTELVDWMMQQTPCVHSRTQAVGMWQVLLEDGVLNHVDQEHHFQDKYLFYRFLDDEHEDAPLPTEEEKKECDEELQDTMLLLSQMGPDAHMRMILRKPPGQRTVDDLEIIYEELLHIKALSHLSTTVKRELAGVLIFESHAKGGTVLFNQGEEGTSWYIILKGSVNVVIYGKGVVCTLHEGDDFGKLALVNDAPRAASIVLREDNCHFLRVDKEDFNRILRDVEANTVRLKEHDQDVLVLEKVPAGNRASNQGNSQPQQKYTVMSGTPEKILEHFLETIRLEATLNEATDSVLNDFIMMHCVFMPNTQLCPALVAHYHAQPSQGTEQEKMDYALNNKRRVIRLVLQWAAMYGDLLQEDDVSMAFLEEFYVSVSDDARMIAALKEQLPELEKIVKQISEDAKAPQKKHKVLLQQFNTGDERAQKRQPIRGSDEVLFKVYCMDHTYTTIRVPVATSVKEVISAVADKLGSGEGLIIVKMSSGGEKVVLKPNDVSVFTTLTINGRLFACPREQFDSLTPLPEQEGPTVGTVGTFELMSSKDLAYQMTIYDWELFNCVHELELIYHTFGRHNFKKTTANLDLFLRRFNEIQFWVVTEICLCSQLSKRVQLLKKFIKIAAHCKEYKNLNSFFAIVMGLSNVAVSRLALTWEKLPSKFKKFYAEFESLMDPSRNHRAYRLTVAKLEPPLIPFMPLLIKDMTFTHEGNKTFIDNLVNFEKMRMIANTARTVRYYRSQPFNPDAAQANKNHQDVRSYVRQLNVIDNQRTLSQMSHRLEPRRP
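Compounds were titrated in qHTS against a Rap1B-BODIPY-GDP (250 nM) complex with EPAC2 (100 nM) and GDP (50 uM). BODIPY-GDP release tracked at 480/540 nm over 30 min at room temperature, normalized to 6.5 mM cAMP.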
EPAC2 antag – antagonists of human EPAC2; Q8WZA2; EPAC2 GEF exchange of Rap1B-BODIPY-GDP, fluorescence; Potency, µM (series often up to 114 µM), inactives show at the top dose activity, negative = inhibition, actives largely listed as inhibitors; 0.18% of 360,000 active; AID 720708; further: potency means the concentration at half of the fitted maximal effect; on the % scale 0 is the no-effect control and ±100 the full control effect; nearly all actives have a fitted effect of over 45% in size; many of its hits are not listed in these tables
CCT modulator – changes cytosolic chaperonin activity; purified chaperonin ATPase assay, HTRF ADP detection, 30 min; activity change, % (test concentration not listed), hits read low; 0.3% of 360,000 active; AID 651819; in the data active means activity change below about -30%; further: on the % scale 0 is the no-effect control and ±100 the full control effect
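TRiC at 40 or 20 nM final (batch-dependent) in 30 mM Tris pH 7.4, 100 mM KCl, 5 mM MgCl2, 1 mM DTT, with compound at single 76 uM and 10 uM ATP, 30 min at 37 deg C. ADP detected by HTRF Transcreener, 665/615 ratio.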
Nrf2 ARE act – Nrf2 pathway activation. AREc32 ARE-luciferase reporter (MCF7-derived line), luminescence, 24 h. Potency, µM (top dose mostly 46.1 µM), for inactives: at the top dose activation, hits mostly activators. 0.31% of 410,000 active; further: potency means the concentration at half of the fitted maximal effect; % of control where 0% means no effect; nearly all actives have a fitted effect of over 65% in size
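Cells of the AREc32 ARE-luciferase line are plated in OPTI-MEM containing 5% FBS and left overnight at 37 deg C. Compounds are pinned in, incubation continues 24 hr, and firefly luciferase signal is then measured.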
TGFb inhibitor – TGF-b pathway inhibition | HepG2 CAGA-GFP TGF-b/SMAD3 reporter, GFP fluorescence, 18 h; TGF-beta stimulated, 500 pg/mL final | Potency, µM (top dose mostly 46.1 µM), for inactives: at the top dose activity, negative = inhibition, usual class: inhibitors | 1.2% of 410,000 active; further: potency means the concentration at half of the fitted maximal effect; on the % scale 0 is the no-effect control and ±100 the full control effect; nearly all actives have a fitted effect of over 65% in size
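GFP signal (ex488/em500-530) from TGF-beta-stimulated HEPG2 CAGA-GFP cells, 500 pg/mL final, 18 h at 37 degrees C in DMEM plus 1% FBS, normalized to unstimulated and DMSO-stimulated controls.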
pAkt inh – blocks phosphorylation of Akt | Neuro2A IGF-stimulated pAkt S473 HTRF, 20 min; hits give low values | activity change, % for hits at 50 µM | 0.32% of 360,000 active; in the data active means activity change below about -80%; inconclusive means mostly about -51% to -80%; further: on the % scale 0 is the no-effect control and ±100 the full control effect
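Neuro2A cells in DMEM with 0.5% FBS, overnight at 37 deg C, given compound at single 50 µM final, then IGF (6 nM final) for 20 min at 37 deg C. Lysed; phospho-Akt Ser473 by HTRF after 24 h, 665/615 ratio.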
Nrf2 inh – blocks Nrf2 signaling; A549 ARE-Fluc reporter, luciferase luminescence, 18-24 h; Potency, µM (highest dose often 46 µM), without a hit: at the highest dose activity change, negative = inhibition, most hits filed as inhibitors; 2.1% of 360,000 active; AID 504444; further: potency means the concentration at half of the fitted maximal effect; on the % scale 0 is the no-effect control and ±100 the full control effect; nearly all actives have a fitted effect of over 60% in size
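In this cell-based qHTS, ARE-driven firefly luciferase in A549 cells reports Nrf2 activity; the luminescent signal after BugLite lysis is the measured value, with a prior CellTiter-Fluor read for cell health.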
Mm-Cpn inhibitor – inhibitors of Methanococcus maripaludis chaperonin (MmCpn); purified Mm-Cpn ATPase, ADP Transcreener TR-FRET; Potency, µM (titrated, usually from 76.9 µM), for inactives: top-dose activity, negative = inhibition, most hits filed as inhibitors; 0.031% of 330,000 active; AID 504842; further: potency means the concentration at half of the fitted maximal effect; on the % scale 0 is the no-effect control and ±100 the full control effect; nearly all actives have a fitted effect of over 80% in size
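Reaction buffer contained 30 mM Tris pH 7.4, 100 mM KCl, 5 mM MgCl2 and 1 mM DTT. Mm-CPN (25 nM final) hydrolysed 10 uM ATP over 30 min at 37°C; ADP was read by HTRF.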
A549 tox – A549 cytotoxicity, counter-screen for Nrf2 inhibitors; A549 ARE-Fluc cells, CellTiter-Fluor viability, 18-24 h; Potency, µM (doses to about 46 µM), for inactives: top-dose activity change, negative = cytotoxicity, actives largely listed as inhibitors; 0.16% of 390,000 active; AID 504648; further: potency means the concentration at half of the fitted maximal effect; on the % scale 0 is the no-effect control and ±100 the full control effect
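A549 ARE-Fluc cells in 5% FBS OPTI-MEM, 5000 cells/well, rested 2 h then exposed to compounds in concentration-response for 18-24 h at 37 °C. Viability by CellTiter-Fluor fluorescence (Ex 405/Em 525) after 30 min; luciferase luminescence (BugLite, 15 min, RT) read afterwards.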
Numbers without * were called inactive; i = inactive; ? = inconclusive; / = no result given; & = joins results of further samples; [ ] = another dose, or the depositor's remark. Unless noted, the call rests on the fitted dose curve; in most records, active means well fitted curve in the direction sought with a large enough effect; inconclusive means small, poorly fitted or top-dose-only effect, or another doubt; inactive means no such curve, though single readings can be large; an effect the other way counts as inactive or inconclusive.

Values run as follows: EPAC2 agonist	EPAC2 antag	CCT modulator	Nrf2 ARE act	TGFb inhibitor	pAkt inh	Nrf2 inh	Mm-Cpn inhibitor	A549 tox
COC(=O)c1sccc1NC(=O)/C=C/c1c(Cl)cccc1Cl
    9%	13%	-2.6	?	?	i	-13%	1%	0%
O=c1oc2ccc3ccccc3c2cc1-c1nnc(Nc2cccc(C(F)(F)F)c2)s1
    /	/	/	-0.8%	5%	/	13%	/	-1%
C=CCN1C(c2ccc(OCC)cc2)=CS/C1=C(\C#N)c1nnc2n1CCCCC2
    6%	-3%	-0.9	0.2%	-26%	/	?	-1%	-10%
COc1ccc(-c2cc3nc4n(c(=O)c3s2)CCCCC4)cc1
    5%	1%	-1.3	2.4%	11%	i	?	-2%	-6%
CC(CNC(=O)c1ccc(CSc2nc3ccncc3n2Cc2ccccc2)cc1)c1ccccc1 (stereo not given)
    /	/	/	4.0%	-13%	/	?	/	-9%
CCOC(=O)c1c(S(=O)(=O)NC2CCN(C(=O)OCC)CC2)c(C)n(C)c1C
    8%	2%	1.2	0.2%	-2%	i	-10%	-1%	1%
Cc1noc(Cn2c(=O)c3cc4c(cc3n(CC(=O)Nc3cccc(Cl)c3)c2=O)OCO4)n1
    /	/	/	-0.5%	-12%	/	11%	/	8%
CC(C)C1C(=O)N(Cc2cn(CCC3OCCO3)nn2)CCS(=O)(=O)N1Cc1ccc(-c2ccccc2C(F)(F)F)cc1 (stereo not given)
    6%	-14%	-0.3	-2.2%	?	i	/	/	/
CN(CCO)c1ncnc2c1sc1nc(N3CCOCC3)c3c(c12)CCC3
    3%	0%	1.5	0.0%	10%	i	3%	-2%	-1%
Cc1ccc(-c2nnc(/C=C/c3ccccc3)o2)cc1
    -1%	5%	-1.4	5.1%	-5%	i	?	2%	2%
COCCNC(=O)CCC1CCN(Cc2cccc(-c3ccc(C)o3)c2)CC1
    2%	-6%	-0.6	-0.6%	-1%	i	7%	1%	17%
CCCOC(=O)c1ccc(NC(=O)C(=O)NCCN(CC)CC)cc1
    4%	8%	-0.3	-0.7%	3%	i	-3%	3%	-11%
O=C(O)c1ccc2c(c1)C(=O)N(NC(=O)c1ccc(O)cc1)C2=O
    1%	-9%	1.7	0.9%	-2%	i	-7%	0%	0%
O=C1CCN(C(=O)Nc2ccccc2Cl)N1
    -4%	7%	-1.2	-0.2%	-14%	i	2%	-1%	-5%
COc1ccc(-c2onc(C)c2C)cc1S(=O)(=O)Nc1ccc(OC(F)(F)F)cc1
    /	/	/	-1.3%	?	/	0%	/	-7%
COC(=O)c1cc2oc3ccccc3c2n1CC(=O)Nc1ccc(C)cc1Cl
    /	/	/	3.4%	11%	/	0%	/	-3%
CN(C)C(=O)/C(=C\c1ccc(-c2cccc([N+](=O)[O-])c2)o1)NC(=O)c1ccccc1
    -3%	-1%	1.1	-0.9%	?	i	0%	-1%	0%
Cc1nn(-c2ccc(N3CCCCC3)nn2)c(C)c1CCC(=O)Nc1cccc(F)c1
    8%	-4%	-3.3	3.2%&-0.5%	-24%&-35%	i	-1%&21%	2%	-5%&-2%
O=C(O)CCC(=O)N1CCCC1
    2%	6%	-1.3	-0.6%	-15%	i	1%	-2%	-4%
CC(C)OC(=O)/C(C#N)=C/c1cn(C)c2ccccc12
    15%	-10%	-1.1	?	-1%	i	?	-2%	-4%
CCOC(=O)CNC(=O)CSc1nnc(-c2cccc(OC)c2)n1CC
    13%	2%	1.3	-1.3%	-16%	i	/	-1%	1%
COc1ccc(CC(=O)NCc2n[nH]c(=S)n2-c2ccccc2)cc1
    -4%	17%	-2.0	-0.5%	-22%	i	2%	0%	-3%
Nc1nnn(-c2ccccc2)c1-c1ccccc1
    5%	-1%	-0.6	-0.5%	3%	i	19%	/	-6%
CCOC(=O)CN1C(=O)N[C@@H](c2ccccc2)[C@H](C(C)=O)[C@H]1C
    6%	8%	0.5	-0.6%	-2%	i	2%	/	-2%
CCN1CCC(CNCc2cn(-c3ccc(OC)cc3)nc2-c2ccccc2Cl)C1 (stereo not given)
    1%	2%	0.9	6.8%	?	i	-2%	1%	-7%
COc1ccc(OC)c(CNC(=O)C2CCC(=O)N(CCCN3CCCC3=O)C2)c1 (stereo not given)
    -1%	-2%	0.6	1.9%	0%	i	?	2%	-1%
CC(C)c1ccc(NC(=O)Cn2nnc(C(=O)NCc3ccc(Cl)cc3)c2N)cc1
    /	/	/	0.3%	-18%	/	?	/	-5%
CC(=O)Nc1sc(C)c(C)c1CN1CCN(Cc2ccccc2)CC1
    5%	13%	-1.0	0.2%	-2%	i	4%	0%	0%
O=C(COCc1cc(-c2ccc3c(c2)OCO3)on1)Nc1cc(C(F)(F)F)ccc1Cl
    /	/	/	-0.1%	29%	/	?	/	0%
O=C(CCC(=O)c1ccc(Oc2ccccc2)cc1)Nc1ccc(C(=O)O)cc1
    4%	?	0.3	0.1%	-9%	i	-27%	1%	2%
CC(C)CCSc1nnc(Cn2c(=O)sc3ccccc32)n1C
    5%	-5%	-2.9	-0.2%	7%	i	-17%	1%	7%
CC(C)NC(=O)Nc1ccc2c(c1)C(=O)N([C@H](C)CO)C[C@H](C)[C@@H](CN(C)Cc1ccc(C(F)(F)F)cc1)OCCCC[C@H](C)O2
    12%	0%	-1.4	-2.5%	16µM*	i	/	/	/
O=C(c1cc(-c2ccccc2)nc2ccccc12)N1CCN(C2CCS(=O)(=O)C2)CC1 (stereo not given)
    2%	-1%	4.2	-0.4%	4%	i	1%	-2%	14%
CCN(CC(=O)Nc1ccccc1C(F)(F)F)C(=O)/C=C/c1ccc(Cl)c([N+](=O)[O-])c1
    -7%	3%	-1.5	-0.3%	-2%	i	11%	1%	-1%
CC1CCc2onc(C(=O)N3CCN(c4cccc(C(F)(F)F)c4)CC3)c2C1 (stereo not given)
    /	/	/	-0.2%	?	/	21µM*	/	-3%
Clc1ccc(-c2n[nH]c3c2CCC3)cc1Cl
    -2%	-14%	-0.2	3.9%	-4%	i	10%	-3%	-2%
Cc1cc(/C=C2\SC(=S)N(C)C2=O)c(C)n1-c1ccc(O)cc1
    8%	10%	-2.3	-0.4%	?	i	?	-1%	?
CCO/N=C(/C)c1c(O)cc(-c2ccccc2)n(-c2ccccc2)c1=O
    -4%	7%	1.2	-0.5%	11%	i	20%	-2%	2%
Cc1ccccc1N(C(=O)c1snc(C(N)=O)c1N)C(C(=O)NCc1ccccc1)c1ccc(O)cc1 (stereo not given)
    7%	19%	0.9	8.1%	?	i	?	-11%	?
O=C(Nc1ccc(-c2nc3ccccc3o2)cc1)c1ccc(N2CCOCC2)c([N+](=O)[O-])c1
    8%	19%	1.3	1.6%	?	i	16µM*	0%	?
N[C@@H](Cc1ccccc1)C(=O)N1CCOCC1
    0%	9%	0.6	-2.0%	9%	i	-9%	0%	-15%
C[C@H](CO)N1C[C@H](C)[C@@H](CN(C)Cc2ccccc2)Oc2c(NS(=O)(=O)c3ccc(F)cc3)cccc2C1=O
    5%	21%	-2.5	0.1%	0%	i	-5%	2%	2%
CN(CC(=O)NCCN1CCOCC1)S(=O)(=O)c1ccc(F)cc1
    5%	8%	-3.0	-0.3%	1%	i	1%	-4%	-2%
CN1CCC(OC(=O)c2ccco2)CC1
    9%	16%	-2.4	0.2%	0%	i	10%	0%	5%
O=C(NC1CCCCC1)c1ccccc1NC(=S)NC(=O)C1CC1
    15%	0%	-0.3	-0.5%[9.22 µM]	-12%	i	-4%	-1%	8%
Cn1ncc2c(Nc3ccc(Cl)c(Cl)c3)ncnc21
    0%	3%	0.3	8.1%	-4%	i	30%	2%	15%
CC1CCCN(CCCN2C(=O)C3C(C(=O)Nc4ccc(Cl)cc4)C4C=CC3(O4)C2C(=O)NC2CCCCC2)C1 (stereo not given)
    7%	3%	-1.6	-0.4%	-1%	i	-3%	0%	1%
COc1cccc(NS(=O)(=O)NC(=O)c2c[nH]c3ccccc23)c1
    12%	-4%	-0.2	-0.8%	7%	/	?	-2%	8%
O=C(Nc1ccc2c(c1)OCO2)c1ccc(Cl)cc1Cl
    -3%	-10%	-1.2	-0.7%	0%	i	?	-2%	-4%
COc1ccccc1N1CCN(S(=O)(=O)c2ccc3c4c(cccc24)C(=O)N3)CC1
    16%	13%	0.3	3.6%	?	i	?	-4%	1%
COc1ccc(N=C2CCS(=O)(=O)c3sccc32)cc1
    4%	-6%	0.7	?	-14%	i	?	0%	-1%

Structures above that have a cyano group (two):
Values run as follows: EPAC2 agonist	EPAC2 antag	CCT modulator	Nrf2 ARE act	TGFb inhibitor	pAkt inh	Nrf2 inh	Mm-Cpn inhibitor	A549 tox
C=CCN1C(c2ccc(OCC)cc2)=CS/C1=C(\C#N)c1nnc2n1CCCCC2
    6%	-3%	-0.9	0.2%	-26%	/	?	-1%	-10%
CC(C)OC(=O)/C(C#N)=C/c1cn(C)c2ccccc12
    15%	-10%	-1.1	?	-1%	i	?	-2%	-4%

Screening data (PubChem BioAssay)

Only part of the results is shown; count on the stated rates, not on these rows.
